# High-throughput results (PubChem)
# DAX1 inh-1: inhibitors of human orphan nuclear receptor DAX1 (NR0B1); P51843; HEK293 Gal4-DAX1 luciferase reporter, luminescence; inhibition, % at 6.75 µM; 340,000 compounds, 0.99% hits; AID 504766;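 active = inhibition above the mean over all tested compounds plus 3 SD, cut at about 4.2% in these data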;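 note: 0% = DAX1-transfected cells with DMSO and 100% = empty-vector control cells with DMSO; inhibition shows as a rise in luminescence from relieved DAX1 repression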
# FXN GAA850 act: frataxin GAA850 promoter activation; 360,000 compounds, 0.56% hits; activation, % at 6 µM; HEK293 lucGAA850 FXN promoter luciferase reporter, 24 h; percent of 10 µM SAHA response; AID 540364;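 active = activation above the average of all compounds screened plus 3 SD, cutoff fixed separately per campaign, cut at about 7.5% in these data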;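 note: 0% = DMSO wells and 100% = 10 µM SAHA wells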
# NPR2 activator: GC-B (human) receptor activation; HEK293-GC-B cells, CNP EC30, cGMP TR-FRET; 0% at EC30 CNP, 100% saturating CNP; 370,000 compounds, 0.11% hits; P20594; AID 1920062; activation, % at 10 µM;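 active = activation at 10 µM reaching about 35% in either raw or pattern-adjusted values, limit read from the data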
# ADAM10 inh: ADAM10 inhibition, QFRET primary screen; inhibition, % at 7 µM; 370,000 compounds, 0.62% hits; recombinant ADAM10, EDANS/DABCYL FRET peptide cleavage, 3 h;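 active = inhibition above a per-campaign cutoff equal to the mean of compounds falling between control-based bounds plus 3 SD, cut at about 20% in these data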;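 note: 0% = DMSO wells while the 100% control is not disclosed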
# hcDAF12 agonist: activates DAF-12 receptor from parasite H. contortus; HEK293 hcDAF-12 lit1-tk-luc reporter, luminescence; 0% DMSO, 100% Δ7-dafachronic acid; activation, % at 6.8 µM; 370,000 compounds, 1.4% hits; AID 652067;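 active = activation above the mean of all tested compounds plus 3 SD, cut at about 5.5% in these data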;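 note: 100% = response to 3 µM Δ7-dafachronic acid high control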
# hgDAF12 agonist: agonists of H. glycines DAF-12 nuclear receptor | HEK293 GAL4-hgDAF12 UAS-luciferase reporter, agonist luminescence; normalized to butyrate control | activation, % at 6.8 µM | 370,000 compounds, 1.8% hits | AID 687014;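 active = activation above a cutoff set at the mean of all screened compounds plus 3 SD, cut at about 10% in these data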;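 note: 0% = DMSO wells and 100% = sodium butyrate wells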
# HGIII-sPLA2 inh: Inhibits HGIII-sPLA2 liposome hydrolysis, primary screen; AID 743126; QFRET BODIPY PC-A2 liposome hydrolysis, fluorescence; inhibition, % at 12.2 µM; 370,000 compounds, 0.56% hits;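 active = inhibition above mean plus 3 SD of compounds lying within the high and low control bounds, cut at about 19% in these data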;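 note: 0% = median of test compound wells and 100% = no enzyme DMSO wells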
# GC-A act: GC-A (human) enzyme activation. 370,000 compounds, 0.14% hits. HEK293 GC-A cells, cGMP TR-FRET, EC30 ANP; 0% at EC30 ANP, 100% saturating ANP. activation, % at 10 µM; in the data active = activation above about 40%
# Target sequence (P16066 whole entry, looked up): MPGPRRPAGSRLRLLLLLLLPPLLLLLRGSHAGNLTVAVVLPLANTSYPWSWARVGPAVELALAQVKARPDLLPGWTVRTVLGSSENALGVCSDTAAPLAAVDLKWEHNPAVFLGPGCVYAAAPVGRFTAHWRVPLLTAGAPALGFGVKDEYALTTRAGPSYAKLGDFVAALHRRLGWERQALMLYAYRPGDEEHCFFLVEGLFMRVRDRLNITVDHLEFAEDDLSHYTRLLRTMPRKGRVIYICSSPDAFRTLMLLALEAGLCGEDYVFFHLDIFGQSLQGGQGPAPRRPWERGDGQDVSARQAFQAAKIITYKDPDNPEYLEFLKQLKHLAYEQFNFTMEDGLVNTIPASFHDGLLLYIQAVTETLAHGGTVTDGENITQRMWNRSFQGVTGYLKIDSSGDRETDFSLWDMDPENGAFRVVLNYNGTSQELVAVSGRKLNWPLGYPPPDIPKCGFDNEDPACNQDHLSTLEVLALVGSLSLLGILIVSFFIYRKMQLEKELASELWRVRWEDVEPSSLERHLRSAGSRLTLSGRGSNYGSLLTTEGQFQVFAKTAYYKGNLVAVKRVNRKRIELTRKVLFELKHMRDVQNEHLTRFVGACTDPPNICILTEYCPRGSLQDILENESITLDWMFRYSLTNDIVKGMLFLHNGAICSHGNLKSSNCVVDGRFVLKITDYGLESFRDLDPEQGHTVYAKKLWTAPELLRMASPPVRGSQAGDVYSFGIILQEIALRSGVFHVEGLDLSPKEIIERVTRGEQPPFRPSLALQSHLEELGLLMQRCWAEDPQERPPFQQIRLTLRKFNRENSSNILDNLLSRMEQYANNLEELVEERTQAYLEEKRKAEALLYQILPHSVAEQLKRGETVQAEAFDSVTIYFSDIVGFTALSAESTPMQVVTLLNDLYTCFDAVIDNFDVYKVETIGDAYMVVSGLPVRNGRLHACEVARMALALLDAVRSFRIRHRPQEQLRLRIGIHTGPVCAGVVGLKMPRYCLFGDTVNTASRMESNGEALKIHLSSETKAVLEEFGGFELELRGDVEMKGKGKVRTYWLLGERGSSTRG
# ssDAF-12 act: activates DAF-12 receptor from parasite S. stercoralis; activation, % at 6.8 µM; 370,000 compounds, 1% hits; AID 652126; HEK293 ssDAF-12/GRIP1 lit1-tk-luc reporter, luminescence; % of 3 µM dafachronic acid response;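 active = activation above the mean over all tested compounds plus 3 SD, cut at about 0.9% in these data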;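 note: 0% = DMSO-only wells and 100% = 3 µM delta7-dafachronic acid wells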
# DAX1 inh-2: DAX1 (NR0B1) inhibition, primary screen; HEK293T StAR-luciferase reporter, SF-1/DAX-1 repression relief; inhibition, % at 6.8 µM; 370,000 compounds, 1.1% hits; AID 652010;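 active = inhibition above the mean over all tested compounds plus 3 SD, cut at about 3.6% in these data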;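 note: 0% = DAX-1 cells with DMSO and 100% = cells lacking DAX-1 with DMSO; higher inhibition means more luminescence from relief of DAX-1 repression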
# SMARCA2 activ: increases SMARCA2 function in MMTV reporter cells. AID 652017. MG213 cells, MMTV-luciferase reporter, dexamethasone, overnight. activation, % at 9.1 µM. 370,000 compounds, 1% hits; in the data active = activation above about 7.8%;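 note: 0% = vehicle wells and 100% = reference activator wells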
# An asterisk follows results filed as active; / = no result given.
SMILES,DAX1 inh-1,FXN GAA850 act,NPR2 activator,ADAM10 inh,hcDAF12 agonist,hgDAF12 agonist,HGIII-sPLA2 inh,GC-A act,ssDAF-12 act,DAX1 inh-2,SMARCA2 activ
CC1(C(=O)NS(=O)(=O)c2ccc3ccccc3c2)CCN1C(=O)Cc1ccc(Cl)cc1Cl (centres undefined),/,-0.1,4,-1,-0.7,-2.1,-5,0,-1.1,0.3,2
COc1ccc(-c2cc(=O)oc3c(C)c(OCC(=O)NCC4CCC(C(=O)O)CC4)ccc23)cc1 (centres undefined),0.9,-0.6,-2,-34,-1.6,-0.4,8,-1,-0.7,1.1,-1
COc1ccc(NC(=O)CCCNC(=O)c2ccc(Cl)cc2)cc1S(=O)(=O)N1CCCCC1,0.5,-0.5,-1,-5,0.4,0.1,10,2,-1.5,2.1,-4
Cc1ccc(S(=O)(=O)N2CCN(C(=O)c3c(-c4ccccc4)noc3C)CC2)c(C)c1,0.0,-2.3,-2,-3,0.7,0.4,-2,-2,-1.3,0.0,-3
O=C(OCC(=O)N1CCOCC1)c1c(Cl)ccc(Cl)c1Cl,1.6,3.1,3,-11,0.5,3.7,2,4,-1.2,-0.5,0
CCNCC(=O)Nc1ccc(N2CCOCC2)cc1,-0.1,3.2,0,-7,-0.3,4.0,-4,-2,-0.8,0.3,-3
CC(C)N=C(NS(=O)(=O)NC(=O)c1ccccc1)c1ccccc1,1.2,-1.8,-4,2,-2.1,0.3,0,4,-1.5,-0.3,-1
Nc1nonc1-n1nnc(C(=O)N/N=C/c2ccccc2Cl)c1COc1ccc(F)cc1,1.4,-0.9,2,4,-1.5,-0.5,-14,-1,-1.4,0.0,-1
COc1ccc(S(=O)(=O)N2C[C@@H](O)COC[C@@H]3O[C@H](CC(=O)NCCCN4CCOCC4)CC[C@H]32)cc1,/,/,4,-10,-1.5,-0.5,10,4,-0.6,0.3,-2
COC(=O)C1=C(C)N(Cc2ccc(Cl)cc2)C(=S)NC1c1ccc(OC)cc1 (centres undefined),/,/,-13,-1,-0.7,-5.2,4,-12,-0.8,0.2,-5
COc1ccc(CCNC(=S)Nc2ccc(C)cc2C)cc1,0.8,1.3,0,6,-1.3,-1.4,13,-4,-0.9,0.0,3
CN(C)/C=C1\C(=O)N(c2ccc([N+](=O)[O-])cc2)N=C1c1ccccc1,2.0,5.7,1,17,4.0,5.4,-17,0,-0.3,1.0,4
Cc1cc(C)n(-c2nc3ccccc3nc2Nc2ccc3[nH]c(=O)[nH]c3c2)n1,-0.5,1.1,-10,-1,-0.7,-1.2,0,-23,-1.2,-0.1,6
O=c1cc(CO)[nH]cc1OCc1ccccc1,-1.4,1.4,0,-2,-0.3,1.7,8,6,-1.3,0.1,-2
CCN1C(=O)[C@H]2[C@@H](c3ccc(-c4ccc(C(C)=O)cc4)c(OC)c3)N3CCCC[C@@]3(C(=O)OC)[C@H]2C1=O,-0.5,0.2,1,10,-1.4,-3.0,-15,-2,-1.4,0.6,0
O=C(NCc1cccc(Cl)c1)C1CCN(c2nnc(N3CCCC3=O)s2)CC1,0.8,1.1,0,-1,0.8,-0.3,-4,-6,-0.8,1.4,0
COc1cccc(/C=N/NC(=O)C(c2ccncc2)N2CCOCC2)c1 (centres undefined),/,-0.5,2,4,-0.7,-1.3,3,-1,-1.0,0.0,0
CCOC(=O)C1CCCN(CCC(=O)Nc2c(C(=O)OC)[nH]c3cc(OC)ccc23)C1 (centres undefined),0.6,0.5,2,-17,-1.4,-2.1,-1,0,-0.9,-0.1,5
COC(=O)C1=C(C)N(Cc2cccc(C(F)(F)F)c2)C(=NCc2ccc(OC)cc2)NC1c1cccc(F)c1 (centres undefined),/,/,-19,-4,2.9,-1.5,10,-20,-0.8,0.2,-4
Cc1cc(NC(=O)CSc2nnc(-c3cccnc3)n2N)no1,1.5,-1.1,1,-9,-2.5,-0.3,3,2,-1.1,-0.4,1
COC1=C[C@H](C(=O)N[C@H]2CCCC[C@@H]2NC(C)=O)[C@H](C)[C@@H](c2ccccc2)CC1=O,/,/,-3,0,-2.8,0.9,5,8,-1.9,0.3,-4
CCN(c1ccccc1)S(=O)(=O)c1ccc(OC)c(NC(=O)c2ccco2)c1,1.2,1.8,1,4,-0.6,0.8,-2,-8,-0.8,-0.1,3
O=C(NCc1ccc(F)cc1)C(=O)NCC1OCCN1C(=O)c1cccs1 (centres undefined),1.8,1.4,6,-4,-2.3,-1.9,5,0,-1.4,0.1,-1
CCCNC(=O)c1cc(C)no1,-1.2,1.8,3,-5,-1.8,-0.3,2,0,-1.2,-0.5,-2
CCS(=O)(=O)c1ccc(Sc2nncn2C)c([N+](=O)[O-])c1,-1.0,2.1,0,-1,-1.9,-0.8,-2,6,-0.9,-0.2,1
CCN(C(=O)CN1C(=O)COc2ccc(S(=O)(=O)N3CCOCC3)cc21)c1ccc(OC)cc1,-0.1,2.6,2,2,0.5,-2.4,0,1,-0.5,0.4,0
Cc1cc(C)nc(NS(=O)(=O)c2ccc(NC(=O)Nc3ccccc3F)cc2)n1,/,-0.1,1,-4,-2.3,-0.7,-20,-9,-1.5,-0.2,-3
COC(=O)Cc1ccc(NC(=O)c2ccc(C)c(C)c2)cc1,2.2,1.5,-4,2,1.4,7.3,1,2,0.9,1.0,-5
COc1ccccc1CCNC(=O)COc1cccc2c1OC(C)(C)C2,-0.1,-0.6,2,1,-1.9,-3.5,0,-2,-1.2,4.6*,-2
CCOC(=O)c1c(C)nsc1NC(=O)C1CCCCC1,-0.9,-0.6,-1,7,-1.4,1.6,-1,-3,-1.6,0.5,1
COc1cc(OC)cc(C(=O)Nc2ccccc2-c2nnn(CC(N)=O)n2)c1,-1.2,-0.8,-1,-10,-2.4,2.6,7,-2,-1.2,-0.8,-4
Cc1ccc2c(c1)N(CCCC(=O)NCc1ccc(F)cc1)C(=O)CO2,/,/,-8,-9,-1.3,1.6,1,0,-1.6,0.3,-4
O=S(=O)(NCC(c1ccc2c(c1)OCO2)N1CCOCC1)c1ccc(F)cc1 (centres undefined),1.8,-1.1,-2,-8,-0.8,1.8,0,1,-1.2,0.0,-2
CC1CCC(NC(=O)c2ccc(CNc3c(NC4CCCCC4)c(=O)c3=O)cc2)CC1 (centres undefined),0.0,1.9,-5,-19,-0.3,5.1,10,-14,0.2,0.8,-1
CCN(CC)CCC(=O)Nc1cccc2c1C(=O)c1ccccc1C2=O,/,1.8,-7,-6,3.4,4.1,5,8,0.3,-0.3,33*
Cc1ccc(OCC(=O)Nc2ccc(S(=O)(=O)Nc3cc(C)nc(C)n3)cc2)cc1,-0.1,0.2,-3,-7,-0.7,2.0,-15,-1,-0.8,0.1,2
Cc1[nH]c2ccccc2c1/C=N/NC(=O)CNC(=O)Cc1ccccc1,-0.3,1.6,-3,6,4.0,1.2,-6,1,0.3,-0.2,2
COc1cc(Cl)c(C)cc1NC(=O)COC(=O)c1cc[n+]([O-])cc1,-0.8,-0.4,-4,-2,-0.2,4.7,-3,-7,-1.3,-1.7,2
COc1ccc(OC)c(C(C)NC(=O)Nc2cccc(C(C)=O)c2)c1 (centres undefined),-0.6,-1.2,-1,-10,-0.2,-4.4,-5,-1,-1.6,-1.1,-2
CC1CC(C(F)F)n2nc(C(=O)Nc3sc4c(c3C#N)CCC(C(C)(C)C)C4)nc2N1 (centres undefined),-0.5,-0.9,5,-3,-1.0,1.8,-7,-3,-1.4,0.2,2
COc1ccc(NC(=O)C2Cc3c(-c4ccncc4)ccnc3O2)cc1OC (centres undefined),/,-1.7,4,-12,-3.1,-0.7,5,9,-0.7,-0.3,-7
CCC(C(=O)Nc1cc(C)cc(C)n1)c1ccccc1 (centres undefined),/,0.0,-12,3,-0.6,-1.6,0,-24,-0.9,1.1,0
Cc1cc(=O)oc2cc(OCC(=O)N3CCN(C(=O)C4COc5ccccc5O4)CC3)c(Cl)cc12 (centres undefined),-0.1,-2.7,-4,-15,4.3,-0.9,-1,-9,-1.3,0.0,7
CCCCNC(=O)Cn1cnc2ccc(S(=O)(=O)N3CCC(C)CC3)cc2c1=O,-1.0,2.0,5,1,0.3,-3.3,4,4,-1.4,-0.4,1
Cc1cc(C(=O)CN2C(=O)NC3(CCCCC3)C2=O)c(C)n1Cc1ccco1,7.1*,6.3,4,2,4.4,11*,-4,2,2.6*,4.0*,4

# Two entries from above, with two lines to a compound.
# Each structure is followed by: DAX1 inh-1 | FXN GAA850 act | NPR2 activator | ADAM10 inh | hcDAF12 agonist | hgDAF12 agonist | HGIII-sPLA2 inh | GC-A act | ssDAF-12 act | DAX1 inh-2 | SMARCA2 activ
CCN(CC)CCC(=O)Nc1cccc2c1C(=O)c1ccccc1C2=O
 : / | 1.8 | -7 | -6 | 3.4 | 4.1 | 5 | 8 | 0.3 | -0.3 | 33*
Cc1ccc2c(c1)N(CCCC(=O)NCc1ccc(F)cc1)C(=O)CO2
 : / | / | -8 | -9 | -1.3 | 1.6 | 1 | 0 | -1.6 | 0.3 | -4

# Continuation.
SMILES,DAX1 inh-1,FXN GAA850 act,NPR2 activator,ADAM10 inh,hcDAF12 agonist,hgDAF12 agonist,HGIII-sPLA2 inh,GC-A act,ssDAF-12 act,DAX1 inh-2,SMARCA2 activ
O=C(Cn1c2[n+](c3ccc(C(F)(F)F)cc31)CCCCC2)c1cccc([N+](=O)[O-])c1,0.9,0.4,5,-11,1.3,0.6,-5,7,-1.0,-0.6,-3
CCCCCCCCC(=O)N/N=C/c1cccc(Br)c1,1.2,-0.1,1,-1,1.6,-0.8,-6,4,-1.5,-0.2,1
COc1ccc(CCN(C)C(=O)c2c(C)nn(-c3ccccc3)c2C)cc1OC,-0.1,0.5,5,-4,-0.2,2.4,-4,4,-1.2,-1.4,0
Fc1ccc(Nc2nc(-c3ccncc3)nc3ccccc23)cc1F,-1.7,-1.5,14,7,-0.5,1.5,4,17,-1.2,0.0,0
CC1CCN(S(=O)(=O)c2cn(CC(=O)Nc3cccc(C#N)c3)cn2)CC1,-0.3,-3.1,2,8,-1.0,-0.6,-3,-3,-1.3,0.0,-1
CCOC(=O)COc1ncn(-c2ccccc2)n1,0.0,0.1,-6,-1,0.4,-0.8,-4,0,-0.8,-0.1,2
COc1ccc(C(=O)NN(C)c2nc(C(F)(F)F)nc3ccccc23)cc1,0.5,-0.1,-5,-2,1.3,-2.8,0,-12,-0.3,3.0,2
O=C(COC(=O)c1ccc(O)cc1)Nc1ccc2c(c1)OCCO2,0.3,0.7,-4,-2,0.7,9.7,7,-2,-0.4,0.9,2
CC1(c2ccccc2Cl)NC(=O)N(CC(=O)Nc2ccc(N3CCOCC3)cc2)C1=O (centres undefined),0.0,0.7,1,-15,-1.3,0.7,14,2,-1.4,2.0,-1
CCn1cc(/C=C(/C#N)S(=O)(=O)c2ccccc2)cn1,0.1,-0.2,-4,-8,-0.7,1.7,-6,1,-1.2,-0.4,1
COc1ccc(S(=O)(=O)NC2CC3CCC2C3)cc1Br (centres undefined),1.3,0.1,-7,14,-0.5,-1.9,-11,-6,-1.6,0.8,0
